# Bioassay records from PubChem BioAssay.
# HEK293 viab = GF-AFC viability counterscreen for inhibitors of alpha-synuclein gene (SNCA) expression | hit rate 0.12% among 150,000 | Potency, µM (doses to about 57.1 µM), inactives show top-dose activity change, negative = cytotoxicity, hits mostly cytotoxic | AID 1671193, 2021 | HEK-293-SNCA-luc viability, GF-AFC fluorescence, 24 h;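 also: potency is read from the fitted curve at half-maximal effect; 0% = DMSO-treated cells and -100% = medium-only wells without cells; nearly all actives have a fitted effect of over 30% in size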
#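 Cytotoxicity counterscreen: after 24 h compound treatment of genome-edited SNCA-luciferase HEK-293 cells, live-cell protease substrate GF-AFC read by fluorescence after 30 min; activity scaled between DMSO (0%) and medium-only (-100%), curves Hill-fitted.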
# GPT2 inh = Primary qHTS assay for inhibitors of Glutamate pyruvate transaminase 2 (GPT2); Potency, µM (series often up to 57.7 µM), inactives show at the top dose activity change, negative = inhibition, actives largely listed as inhibitors; Alanine aminotransferase 2 (Homo sapiens), Q8TD30; hit rate 0.25% among 100,000; Recombinant GPT2, coupled pyruvate oxidase/HRP Amplex Red fluorescence; also: potency is read from the fitted curve at half-maximal effect; nearly all actives have a fitted effect of over 60% in size; many of its hits are not listed in these tables
# Target sequence (Q8TD30 whole entry, looked up): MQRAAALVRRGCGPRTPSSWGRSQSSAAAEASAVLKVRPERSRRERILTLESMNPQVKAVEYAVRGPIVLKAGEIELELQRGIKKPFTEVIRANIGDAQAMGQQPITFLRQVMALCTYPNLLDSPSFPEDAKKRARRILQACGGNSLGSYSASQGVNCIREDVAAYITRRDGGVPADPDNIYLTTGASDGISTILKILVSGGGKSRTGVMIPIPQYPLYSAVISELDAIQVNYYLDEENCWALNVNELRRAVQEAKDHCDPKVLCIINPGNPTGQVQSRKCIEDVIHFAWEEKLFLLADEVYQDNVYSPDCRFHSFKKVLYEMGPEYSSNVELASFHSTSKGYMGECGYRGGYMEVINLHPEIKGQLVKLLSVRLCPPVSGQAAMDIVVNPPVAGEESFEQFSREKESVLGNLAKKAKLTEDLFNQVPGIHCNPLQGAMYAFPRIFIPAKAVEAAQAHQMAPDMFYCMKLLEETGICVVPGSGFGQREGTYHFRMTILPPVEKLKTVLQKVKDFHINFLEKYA
#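 Fluorescence read-out: pyruvate from GPT2 turnover coupled to pyruvate oxidase, HRP and Amplex Red (0.2mM ThPP, 0.2U/mL PO and HRP, 50uM Amplex final). Substrates 250uM a-KG, 2mM L-alanine; enzyme 10ng/uL; 30 min RT.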
# SNCA expr inh = Primary qHTS assay for inhibitors of alpha-synuclein gene (SNCA) expression; hit rate 0.17% among 140,000; HEK-293 SNCA-luciferase knock-in, luminescence, 24 h; Potency, µM (series often up to 57.2 µM), inactives show at the highest dose activity change, negative = inhibition, actives largely listed as inhibitors;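 also: potency is read from the fitted curve at half-maximal effect; plate controls were DMSO cells for no effect and cell-free wells for full effect; nearly all actives have a fitted effect of over 45% in size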
# IP6K1 inhibitor = Primary qHTS assay for small molecule inhibitors of Inositol hexaphosphate kinase 1 (IP6K1) | IP6K1 kinase, ADP-Glo luminescence, 2 h; active compounds read low | activity change, % (series mostly up to about 58 µM) | hit rate 0.81% among 140,000; in the data active = activity change below about -25%
#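 ADP-Glo luminescence measures ADP made by human IP6K1 during a 2 h RT reaction with ATP/IP6 (mix at 1.3 mM/130 uM); top library doses 57.5 and 19.1 uM final.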
# 3T3 cytotox = Cytotoxic Profiling in NIH 3T3 Cell Line of Diverse Libraries Using Quantitative High-Throughput Screening; hit rate 4.3% among 94,000; NIH 3T3 viability, CellTiter-Glo ATP luminescence, 48-72 h; Potency, µM (series often up to 96.7 µM), for inactives: top-dose activity change, negative = cytotoxicity, usual class: inhibitors; also: potency is read from the fitted curve at half-maximal effect; nearly all actives have a fitted effect of over 55% in size
#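 Cytotoxicity was measured by CellTiter-Glo ATP luminescence after 48 or 72 h compound exposure at 37 °C. Mouse NIH 3T3 fibroblasts were seeded at 400 cells/well and dosed by 23 nL pin transfer.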
# HEK293 tox = Cytotoxic Profiling in HEK 293 Cell Line of Diverse Libraries Using Quantitative High-Throughput Screening. Potency, µM (doses to about 115 µM), inactives show at the top dose activity change, negative = cytotoxicity, actives largely listed as inhibitors. hit rate 6.6% among 94,000. HEK 293 viability, ATP luminescence (CellTiter-Glo), 48-72 h; also: potency is read from the fitted curve at half-maximal effect; nearly all actives have a fitted effect of over 60% in size
#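 HEK 293 seeded at 250 cells/well receive compound via pintool. After 48 or 72 hr at 37 degree Celsius, 5% CO2 and 95% humidity, CellTiter-Glo is dispensed and luminescence read following 10 min at room temperature.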
# Luciferase inh = Firefly luciferase inhibition profiling of diverse chemical library using quantitative high-throughput screening. Luciferin 4-monooxygenase (Photinus pyralis), P08659. Potency, µM (titrated, usually from 115 µM), without a hit: at the highest dose activity change, negative = inhibition, hits mostly inhibitors. AID 1347043, 2019. hit rate 2.5% among 76,000. purified P. pyralis luciferase, luminescence, biochemical; also: potency is read from the fitted curve at half-maximal effect; nearly all actives have a fitted effect of over 65% in size
# Target sequence (P08659 whole entry, looked up): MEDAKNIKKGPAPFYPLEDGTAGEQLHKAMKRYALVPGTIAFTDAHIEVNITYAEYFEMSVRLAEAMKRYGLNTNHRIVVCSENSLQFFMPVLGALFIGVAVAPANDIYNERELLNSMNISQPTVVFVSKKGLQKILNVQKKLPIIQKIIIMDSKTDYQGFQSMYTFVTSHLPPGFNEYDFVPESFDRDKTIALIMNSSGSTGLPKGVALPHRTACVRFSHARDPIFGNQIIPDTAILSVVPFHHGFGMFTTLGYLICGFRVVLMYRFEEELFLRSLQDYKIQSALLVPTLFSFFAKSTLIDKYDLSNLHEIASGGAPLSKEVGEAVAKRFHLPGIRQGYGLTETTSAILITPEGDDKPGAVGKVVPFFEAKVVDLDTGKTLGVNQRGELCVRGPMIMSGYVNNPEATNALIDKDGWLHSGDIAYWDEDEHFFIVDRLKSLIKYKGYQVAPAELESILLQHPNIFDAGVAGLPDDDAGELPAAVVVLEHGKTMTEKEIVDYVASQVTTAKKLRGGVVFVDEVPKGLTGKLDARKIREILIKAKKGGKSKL
#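 Luminescence read by CCD imager after adding enzyme (10nM final) to wells holding compound, titrated in qHTS. Substrates 10uM each D-luciferin and ATP; buffer 50mM Tris acetate pH 7.5, 10mM Mg acetate, Tween-20, BSA.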
# An asterisk follows results filed as active; i = inactive; ? = inconclusive; nt = not tested or not shown; [ ] = another dose, or the depositor's remark. Unless noted, calls follow the shape of the dose curve; as a rule, active = well fitted curve in the direction sought with a large enough effect; inconclusive = small, poorly fitted or top-dose-only effect, or another doubt; inactive = no such curve, though single readings can be large; an effect the other way counts as inactive or inconclusive. Unless noted, % is scaled to controls: 0 for no effect and ±100 for the full control effect.
SMILES | HEK293 viab | GPT2 inh | SNCA expr inh | IP6K1 inhibitor | 3T3 cytotox | HEK293 tox | Luciferase inh
O=S(=O)(c1ccc2c(c1)OCCO2)N1CC[C@@H]2COCCN(Cc3cccnc3)[C@@H]2C1 | -19% | 3% | -7% | -1 | ? | ? | 0%
COc1ccc(CNC(=O)CSCc2cnn(-c3ccccc3)c2-n2cccc2)cc1OC | ? | nt | ? | 6 | nt | nt | nt
Cc1ccc(Cn2c(CNC(=O)c3ccccc3Br)nc3cccnc32)cc1 | -22% | nt | -2% | -9 | nt | nt | nt
CCCc1cc(N2CCN(c3cccc(C)c3C)CC2)n2cnnc2n1 | ? | nt | ? | -1 | nt | nt | nt
CCc1ccc(CN(Cc2cn[nH]c2-c2ccc(OC)cc2)C(=O)Nc2ccc(C)c(F)c2)cc1 | ? | nt | ? | -8 | nt | nt | nt
CC(=O)N1CCC(Oc2ccc(Cl)cc2C(=O)NCCC2=CCCCC2)CC1 | -16% | -3% | 28% | 3 | ? | ? | -8%
O=C(NCc1cccc(C(F)(F)F)c1)c1ccc2nnc(C3CCOCC3)n2c1 | nt | nt | nt | 4 | ? | -17% | nt
COc1ccc(CN2C[C@H]3CN(Cc4ccc5c(c4)OCCO5)CCN3C2=O)cc1 | -21%[87.6 µM] | 5%[88.5 µM] | -14%[87.6 µM] | -10 | ? | ? | 12%[172 µM]
COCCCn1c(=O)c(C(=O)NCc2cccc(Cl)c2)nc2cccnc21 | 3% | i | -17% | 1 | ? | -25% | nt
COCC(=O)Nc1ccc(-c2c(C(C)C)nn(-c3cccc(F)c3)c2OC(C)=O)cc1 | -14% | ? | 5% | 2 | -26% | ? | 6%
O=C(CCCCCn1c(=O)[nH]c2ccccc2c1=O)NCc1ccccc1 | -16% | nt | 24% | -5 | nt | nt | nt
Cc1ccc(C)c(N2C(=O)N(Cc3cc(=O)n4ccccc4n3)c3ccccc3S2(=O)=O)c1 | ? | nt | -9% | 11 | nt | nt | nt
Cc1oc(-c2cccc(Cl)c2)nc1CN1CCCC(C(=O)N2CCN(c3ccc(F)cc3)CC2)C1 (centres undefined) | ? | nt | 19% | 1 | nt | nt | nt
O=C(Nc1ccccc1)N1CCCC(C(=O)N2CCC(c3nc4ncccc4[nH]3)CC2)C1 (centres undefined) | 7% | i | -3% | 1 | i | i | nt
O=C(c1cc(-c2ccsc2)c2nncn2n1)N1CCN(Cc2ccccc2)CC1 | -1% | i | -16% | 3 | ? | ? | nt
Cn1c(=O)[nH]c(=O)c2c1nc1n2CCN1c1ccccc1 | -14% | nt | -1% | 20 | nt | nt | nt
Cc1cc2ccccc2n1CCNC(=O)c1ccc(Br)cc1 | 6% | nt | 31% | 14 | nt | nt | nt
O=C(Nc1cccc(-c2nc3ccccc3o2)c1)C(F)(F)F | -1% | nt | -17% | -6 | nt | nt | nt
CCOC(=O)c1c(C)oc2nc(C)nc(NCC3CCN(Cc4ccccc4C)CC3)c12 | -9% | nt | ? | -1 | nt | nt | nt
OC[C@@H]1CN(Cc2ccncc2F)C[C@H]1c1nc(-c2cccnc2)no1 | -6% | i | ? | 2 | -14% | ? | -13%
COc1cccc(-c2ncc3c(n2)OCCN(c2ccccc2)C3=O)c1OC | 3%[87.6 µM] | -9%[88.5 µM] | 59%[activator][87.6 µM] | 14 | 79µM* | ? | ?
CC(=O)NCC(=O)NCC1CCN(c2cc(-c3ccc(Cl)cc3)[nH]n2)CC1 | 6% | ? | 138%[activator] | 0 | -27% | -1% | ?
CCOC(=O)c1ccc(NC(=O)c2c(NCc3ccc(OC)c(OC)c3OC)sc3c2CCC(C)C3)cc1 (centres undefined) | 5% | nt | -5% | 2 | nt | nt | nt
Cc1ccc(-n2nc(-c3c(C)nc4scc(CC(=O)NCC(C)C)n4c3=O)cc2C)c(C)c1 | -22% | -4% | -7% | -12 | ? | ? | -17%
COc1ccccc1C(=O)Nc1nc2nc(-c3ccccc3)cc(=O)n2[nH]1 | -4% | nt | -5% | -5 | nt | nt | nt
O=C(Cc1ccccc1F)N1CCC(Oc2cccc(F)c2)C1 (centres undefined) | 0% | i | -13% | 0 | -29% | ? | nt
COc1ccccc1C(=O)N1CCC(N2CCC[S+]2(=O)[O-])CC1 | 4% | 4% | -18% | 16 | -4% | -16% | -4%
CSCC(=O)N1CC[C@H](NC(=O)NC2CCCCC2)[C@H]1C(=O)N1CCC[C@@H]1C(N)=O | 0% | 1% | -9% | -8 | -3% | i | 3%
COc1ccc(Cn2c(=O)c(C(=O)N3CCN(C(=O)C(C)(C)C)CC3)nc3cccnc32)cc1 | nt | nt | nt | 6 | -33% | -13% | nt
CN(Cc1cccnc1)c1nc2c(c(=O)[nH]1)CCN(Cc1ccc(Cl)cc1F)CC2 | -6% | ? | -43% | 2 | ? | ? | -3%
Cc1cc(C[C@@H]2COC[C@@H]2NC(=O)c2ccc3nc(C)[nH]c3c2)on1 | -12% | -8% | 2% | -9 | -17% | -4% | 8%
COc1ccc(CNC(=O)C2CCN(S(=O)(=O)c3c(C)noc3/C=C/c3cccs3)CC2)cc1 | 4% | nt | -6% | 7 | nt | nt | nt
Cc1noc(C)c1CC(=O)NC1CCc2nnc(C3CC3)n2CC1 (centres undefined) | 6% | 0% | 27% | 4 | -1% | -22% | 5%
O=C(CCS(=O)(=O)c1cccs1)Nc1ccc(C(=O)Nc2cccc(Cl)c2)cc1 | -21% | nt | 13% | 17 | nt | nt | nt
Nc1cccn2nc(C3CCC3)nc12 | 10% | i | -3% | 12 | -15% | -9% | -14%
CCN1CCN(c2csc3ccc(F)cc3c2=O)CC1 | 2% | nt | 76%[activator] | -15 | nt | nt | nt
COc1ccccc1CNC(=O)C1CCN(S(=O)(=O)c2cn(C)cn2)CC1 | 9% | nt | 41%[activator] | -14 | nt | nt | nt
CCOc1ccc(N2CC(NC(=O)C3CCCC3)CC2=O)cc1 (centres undefined) | 4% | nt | -18% | 10 | nt | nt | nt
CN(C)c1cccc(-c2cn(C)c(=O)n3cc(CN4CC[S+](=O)([O-])CC4)nc23)c1 | 4%[87.6 µM] | i | 31%[activator][87.6 µM] | -8 | -27%[138 µM] | ? | -1%[172 µM]
COCC(=O)N1CCN(S(=O)(=O)c2ccccc2)C[C@H]1C(=O)N[C@@H](CC1CCCCC1)C(N)=O | 7% | -33% | -21% | 3 | i | i | 12%
Cc1ccc(-c2ccc(=O)n(Cc3ccc(F)cc3)n2)cc1 | 2% | nt | 35%[activator] | 15 | nt | nt | nt
COc1ccc(OCC(=O)N2CCC3(CC2)C(=O)NCCN3C)cc1 | 0% | -31% | -21% | 13 | -15% | ? | 2%
COc1ccc(C2=Nn3c(nc4sc(C(=O)Nc5cccc(C)c5)c(C)c4c3=O)SC2)cc1 | 10% | nt | 38% | 61 | nt | nt | nt
Cc1nc(N2CCCCC2)n(CC(=O)Nc2ccc(F)cc2)c(=O)c1C | -11% | 2% | -10% | 22 | ? | ? | -2%
Cc1nc2nc(SCC(=O)NC(C)c3ccccc3)nn2c(C)c1Cc1c(F)cccc1Cl (centres undefined) | 0% | nt | 8% | -11 | nt | nt | nt
CN1CC(=O)N(C2CCCNC2)Cc2c1ncnc2N1CCC(N)CC1 (centres undefined) | 6% | i | 17% | -5 | -4% | -8% | nt
O=C(NCCc1ccc(Cl)cc1)c1ccc2oc(-c3ccncc3)nc2c1 | 11% | i | -2% | 10 | -3% | -10% | nt
COC(=O)[C@@H]1Cc2ncn(C(C)C)c2CN1S(=O)(=O)c1cccc2cccnc12 | -1%[87.6 µM] | -15%[88.5 µM] | -9%[87.6 µM] | 18 | ? | 3%[172 µM] | -6%[172 µM]
Cc1cnn(C2(C(=O)O)CCN(C(=O)c3cc(C)nc(C)n3)CC2)c1 | 0% | 1% | 0% | 5 | 5% | 4% | -8%
N#Cc1ccc(CN2CCC(c3nn(Cc4ccccc4)c(=O)[nH]3)CC2)cc1 | 1% | i | 12% | 19 | ? | 4% | -6%
CC(C)n1c(C2CCN(C(=O)CC3CCCC3)CC2)nn(C)c1=O | -1% | i | -5% | -12 | -13% | -3% | 7%
CCOc1ccc(NC(=O)CN2C=C(C(=O)OC)C(C)=NS2(=O)=O)cc1 | -1% | i | ? | 11 | 4% | 3% | -1%
CCCCN(Cc1ccsc1)C(=O)c1cnc(Nc2ccccc2)nc1 | -6% | -23% | 2% | 6 | ? | ? | -6%
Cc1ccc(S(=O)(=O)c2nnn3c2nc(N2CCN(c4ccc(F)cc4)CC2)c2cc(Cl)ccc23)cc1C | 7% | nt | 20% | 1 | nt | nt | nt
CC(=O)Nc1ccc(S(=O)(=O)NCc2cccn2Cc2cccc(C)c2)cc1 | -2% | nt | -6% | 15 | nt | nt | nt
CCCCN(CC)CCCNC(=O)c1cc2c(-c3ccc(OC)c(OC)c3)nn(C)c2s1 | -4% | nt | 15% | 7 | nt | nt | nt

# Additional structures.
SMILES | HEK293 viab | GPT2 inh | SNCA expr inh | IP6K1 inhibitor | 3T3 cytotox | HEK293 tox | Luciferase inh
CC(C)(C)OC(=O)N1CCC(c2c(C(=O)NCCCN3CCc4ccccc4C3)cnn2-c2ccccc2)CC1 | -25% | nt | -27% | -2 | nt | nt | nt
CC(C)C[C@@H]1N[C@H](C(=O)NCCN(C)C)Cc2cn(Cc3ccncc3)c3cccc1c23 | -30%[87.6 µM] | -10%[88.5 µM] | ? | 7 | 28µM* | 40µM* | -17%[172 µM]
O=C(C[C@@H]1CCNC[C@@H]1Cc1cc(-c2ccccc2)on1)N1CCC(n2c(=O)[nH]c3ccccc32)CC1 | 2% | 2% | -4% | -13 | ? | ? | 0%
Cc1ccc(Nc2c(-c3ccc(O)cc3)nc3cccc(C)n23)cc1 | ? | nt | -26% | 9 | nt | nt | nt
CC(C)CCN1CC2(CCCN(S(=O)(=O)c3cnn(C)c3)C2)CCC1=O (centres undefined) | 0% | i | -14% | 0 | -18% | -1% | 12%
Cc1noc([C@@H]2CN(Cc3ccc(F)cc3F)C[C@H]2CO)n1 | 4% | -19% | 11% | -12 | i | i | 7%
O=C(CSCc1nc2cccnc2n1C1CCCCC1)NCc1cccc(Br)c1 | -8% | nt | 4% | 16 | nt | nt | nt
COc1ccc(OC)c(NC(=O)c2oc(=O)c3ccccc3c2-c2ccccc2)c1 | -7% | nt | 6% | 4 | nt | nt | nt
CCC(=O)N1c2ccccc2CC1C(=O)N1CCN(c2ccccc2F)CC1 (centres undefined) | -17% | nt | ? | 19 | nt | nt | nt
COc1cc(NC(=O)CCn2c(=O)oc3ccccc32)cc(OC)c1OC | 8% | nt | 13% | 11 | nt | nt | nt
